Assay outcomes (PubChem)
Pf growth 48h: P. falciparum growth inhibition at 48 hours (one generation). Potency, µM (series often up to 28.7 µM), for inactives: top-dose activity change, negative = inhibition, hits mostly inhibitors. AID 504832. 310,000 compounds, 5.9% hits. P. falciparum luciferase growth in erythrocytes, 48 h; note: potency is the fitted concentration of half-maximal effect; % is set by controls: 0 for no effect and ±100 for the full control effect
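Compounds are pin-transferred into medium, infected erythrocytes (2% hematocrit, 0.1% parasitemia final) are added, and plates sit one parasite generation at 37 C in 5% CO2. Detection reagent is then added and luminescence measured.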
HCV inhibitor: blocks hepatitis C virus | Potency, µM (series often up to 41.8 µM), inactives show at the highest dose activity change, negative = inhibition, hits mostly inhibitors | Huh7.5.1 HCVcc-Cre infection, luciferase reporter, 44 h | AID 651820 | 340,000 compounds, 3.4% hits; note: potency is the fitted concentration of half-maximal effect; % is set by controls: 0 for no effect and ±100 for the full control effect
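Infectious HCVcc-Cre (~0.5 moi) was added to cells just after compound, with cells seeded 4 h earlier at 1,000 per well. Luciferase activity after 44 h culture reported infection; substrate was incubated 15 min at room temperature before reading.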
Shiga inhibitor: Shiga toxin inhibition; inhibition, % at 38.7 µM; Vero cells, Shiga toxin protein synthesis inhibition reporter; 290,000 compounds, 9.2% hits; in the data active = inhibition mostly above about 28%, no sharp cut-off; inactive = mostly below about 43%; note: 0% is about no effect
Pf growth 96h: P. falciparum growth inhibition at 96 hours. AID 504834. 320,000 compounds, 6.9% hits. P. falciparum luciferase reporter growth, 96 h. Potency, µM (highest dose often 28.7 µM), without a hit: at the top dose activity change, negative = inhibition, most hits filed as inhibitors; note: potency is the fitted concentration of half-maximal effect; % is set by controls: 0 for no effect and ±100 for the full control effect
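Parasite growth measured via integrated firefly luciferase reporter in P. falciparum. Infected erythrocytes at 2% hematocrit, 0.05% parasitemia final were treated 96 hours at 37 C under 5% CO2, and luminescence was read.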
Cycloheximide cs: affects cycloheximide protein synthesis inhibition readout, counter-screen. cell reporter, cycloheximide protein synthesis inhibition counterscreen. max response, %. 300,000 compounds, 12% hits; in the data active = max response mostly above about 13%, no sharp cut-off; inactive = mostly below about 14%; note: read at 38.3 µM for the half of the compounds with a filed dose; 0% is about no effect
TbPYK inhibitor: blocks Trypanosoma brucei pyruvate kinase | Q57TT1 | TbPYK enzyme, Kinase-Glo Plus ATP luminescence, 45 min | Potency, µM (top dose mostly 76.8 µM), for the others: at the top dose activity, negative = inhibition, usual class: inhibitors | 410,000 compounds, 0.12% hits; note: potency is the fitted concentration of half-maximal effect; % is set by controls: 0 for no effect and ±100 for the full control effect; nearly all actives have a fitted effect of over 50% in size
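Luminescence from Kinase-Glo Plus, added after a 45-minute room-temperature reaction, served as the end-point read-out. The enzyme and substrate were preincubated with compound before ADP (130 uM final) initiated turnover. Concentration-effect curves came from normalized qHTS data.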
LmPK inh: inhibitors of Leishmania mexicana pyruvate kinase. Q27686. purified LmPK, Kinase-Glo ATP luminescence, 1 h. Potency, µM (titrated, usually from 57.5 µM), for inactives: at the top dose activity change, negative = inhibition, most hits filed as inhibitors. 290,000 compounds, 0.37% hits. AID 1721; note: potency is the fitted concentration of half-maximal effect; % is set by controls: 0 for no effect and ±100 for the full control effect
Target sequence (Q27686 whole entry, looked up): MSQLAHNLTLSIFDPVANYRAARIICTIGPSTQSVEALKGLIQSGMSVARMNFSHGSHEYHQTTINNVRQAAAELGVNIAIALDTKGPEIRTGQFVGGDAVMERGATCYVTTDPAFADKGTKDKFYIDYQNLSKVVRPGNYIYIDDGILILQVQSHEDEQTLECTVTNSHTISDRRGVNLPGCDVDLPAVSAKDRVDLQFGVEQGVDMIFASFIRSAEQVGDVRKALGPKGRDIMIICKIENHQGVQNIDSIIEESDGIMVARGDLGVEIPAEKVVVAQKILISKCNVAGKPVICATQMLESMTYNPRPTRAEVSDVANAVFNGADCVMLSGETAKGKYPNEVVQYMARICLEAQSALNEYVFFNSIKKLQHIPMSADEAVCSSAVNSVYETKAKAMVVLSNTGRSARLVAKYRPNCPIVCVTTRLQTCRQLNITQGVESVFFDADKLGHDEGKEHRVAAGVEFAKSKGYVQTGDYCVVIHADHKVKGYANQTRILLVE
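Purified LmPK (0.1 nM) converted ADP (0.1 mM) to ATP with PEP (0.5 mM) in imidazole buffer pH 7.2 with KCl and MgCl2, 1 h at room temperature. ATP was read by Kinase-Glo luminescence; data normalized to uninhibited and no-enzyme controls.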
Numbers without * were called inactive; i = inactive; u = inconclusive; x = not tested or not shown; & = joins results of further samples; [ ] = dose if it differs, or a comment. Unless noted, calls come from the whole dose curve; as a rule, active = well fitted curve in the direction sought with a large enough effect; inconclusive = small, poorly fitted or top-dose-only effect, or another doubt; inactive = no such curve, though single readings can be large; an effect the other way counts as inactive or inconclusive.

Every second line gives: Cycloheximide cs, Pf growth 96h, Pf growth 48h, Shiga inhibitor, TbPYK inhibitor, LmPK inh, HCV inhibitor
> O=[N+]([O-])c1ccccc1-c1ccc(C(=S)N2CCCC2)o1
 : 44*, -187%, i, 97*, u, -9%, u
> CSc1nc(Cl)cc(Nc2ccccc2N)n1
 : 19, 3%, 39%[activator], 5, 3%, -10%, -2%
> CCCCC(NC(C)=O)c1nc2ccccc2n1CCC (configuration not stated)
 : -1, 30%, -28%, -5, 0%, 1%, -20%
> O=S(=O)(Nc1ncccn1)c1ccc(NC(=S)NCCc2ccc(Cl)cc2)cc1
 : -3, 32%[activator], -17%, -6, -4%, 6%, 2%
> COc1cccc(NC(=O)Nc2nc(-c3ccc(OC)c(OC)c3)cs2)c1
 : 22*, 12µM*, u, 67*, 3%, 9%, 2.8µM*
> CCOc1ccccc1Oc1c(C)oc2c(CN3CCN(C)CC3)c(O)ccc2c1=O
 : 1, 5%, -1%, 26, 4%, -4%, x
> CCOc1cc(C(=S)N2CCOCC2)ccc1OC(=O)c1cccc(C)c1
 : 1, -57%, -18%, -5, -6%, -2%, 11µM*
> CCOP(=O)(OCC)C(NC(=O)c1ccc(OC)cc1)C(Cl)(Cl)Cl (configuration not stated)
 : -2, 24%, u, -4, 2%, -2%, -14%
> COc1ccc(C(=O)Nc2ccccc2C(=O)N(Cc2ccco2)C(C(N)=O)C(C)C)cc1 (configuration not stated)
 : 14, 7%, 8%, 3, 0%, 1%, -22%
> CCC1CN(C(=O)N2CCC(C(=O)NCc3cccc(OC)c3OC)CC2)c2cc(C)ccc2O1 (configuration not stated)
 : -11, u, -28%, -6, 3%&2%, -6%, u
> CC(C)(O)c1nnn(-c2ccccc2)c1C(F)(F)F
 : -1, u, 22%, 48, -6%, 4%, 8%
> COc1ccc(OC)c(NC(=O)Nc2cccc3ccccc23)c1
 : 4, u, x, -33, -1%, 1%, x
> Cn1c(SCC(=O)Nc2ccc(N3CCOCC3)cc2)nnc1-c1ccccc1F
 : -2, 11%, 18%, 17, 0%, 0%, 14%
> O=C(NC1CC1)c1cccc(Br)c1
 : -2, -4%, -16%, 24, -1%, -1%, 16%
> CC(=O)c1cccc(NC(=O)c2cc(C(C)C)on2)c1
 : 40*, -15%, x, 84*, 1%, 5%, -13%
> CCOC(=O)/C=C/C(=O)OCC(=O)N1CCN(C(=O)c2ccco2)CC1
 : 9.0*, 1%, 40%[activator], 27, -1%, -1%, x
> CCCCC(=O)NNC(=S)NCc1ccccc1
 : -1, 18%, 22%, 7, -22%, 1%, -1%
> CC(C)CC(NC(N)=O)C(=O)NCc1ccccc1Cl (configuration not stated)
 : 35*, 34%, 32%, 36, -5%, 11%, 10%
> CCNC(=O)c1ccc(NC(=O)CC2SC(N3CCCCC3)=NC2=O)cc1 (configuration not stated)
 : x, 1%, 15%, x, -5%, x, 18%
> CC(=O)Oc1ccc(N(C(C)=O)S(=O)(=O)c2ccc(Cl)cc2)c2ccccc12
 : 5, -98%, u, x, 4%, -2%, 6%
> O=C(C1=C[C@H](c2coc3ccccc3c2=O)C[C@H](OCc2ccc(CO)cc2)O1)N1CCOCC1
 : -2, -22%, u, -12, -1%, 3%, 27%
> CC1CCC(N2CCN(c3ncccn3)CC2)CC1 (configuration not stated)
 : -3, x, 3%, 24, 8%, 3%, -9%
> CCC(C)NC(=S)N1CCN(Cc2ccccc2)CC1 (configuration not stated)
 : -3, 4%, 23%, -4, 1%, -3%, 9%
> Cc1nn(C)c(Cl)c1NC(=O)OCc1ccc(Cl)cc1Cl
 : 0, 28%, 8%, -19, 5%, 8%, 10µM*
> Cc1cc(C)cc(NC(=O)N2CCCN(Cc3c(F)cccc3Cl)CC2)c1
 : -2, u, u, 3, 5%, 0%, -25%
> COC(=O)c1ccc(C)c(NS(=O)(=O)c2cn(C)nc2C)c1
 : 1, 9%, 9%, -5, 11%, -1%, 14%
> CC(Nc1ccc(S(=O)(=O)N2CCN(C)CC2)cc1[N+](=O)[O-])c1ccccc1 (configuration not stated)
 : x, u, u, x, -1%, x, u
> O=C(Nc1ccc(CN2CCCCC2)cc1)c1cc(Br)ccc1Cl
 : -1, u, 12µM*, 6, 3%, 0%, u
> CC1=NN(C(C#N)c2ccccc2O)C(C)(C)C1 (configuration not stated)
 : -1, -1%, 4%, -12, -5%, -15%, 17%
> COc1ccc(N2CCN(c3cc(C)c4ccccc4n3)CC2)cc1
 : 7, 10%, 2%, 2, -1%, 11%, -6%
> CN1C(=O)COc2ccc(C(=O)c3ccccc3C(=O)O)cc21
 : -1, 23%, 12%, 2, -2%, -4%, 13%
> CC(C)c1ccc(NC(=O)COC(=O)CCC(=O)c2cccs2)cc1
 : 16, 49%[activator], 31%[activator], -3, 4%, 1%, 8%
> CCN(C(=O)CSc1nc2ccccc2c(=O)n1-c1ccc(C)cc1)C1CCS(=O)(=O)C1 (configuration not stated)
 : -3, -12%, -7%, -14, -6%, 1%, u
> CC(O)CNCCNCc1cccs1 (configuration not stated)
 : 6, 4%, 6%[5.75 µM], 14, -1%, 0%, 31%[activator]
> CCc1nn(CC(=O)NCCCN(Cc2ccccc2)C(C)C)c(=O)c2cc3sccc3n12
 : 0, u, -6%, -16, 3%, 2%, u
> COc1ccc(N2C(=O)CC(N3CCN(c4ccc(Cl)cc4)CC3)C2=O)cc1 (configuration not stated)
 : 1, 0%, 17%, x, -3%, 47%, 7%
> COc1ccccc1-n1c(C)nc2cc(C(=O)NCc3ccc4c(c3)OCO4)ccc21
 : 6, u, 15%, 11, -14%, -2%, -26%
> CCOc1ccccc1Nc1ncnc2ccc(Br)cc12
 : -4, u, 6%, 2, 4%, -8%, 22µM*
> O=C(Cn1ccc2ccccc2c1=O)Nc1ccc2c(c1)OCO2
 : 5, u, 27%, 0, 0%, 5%, 8%
> C=CCN1C(=O)C(O)=C(C(C)=O)C1c1ccccc1F (configuration not stated)
 : -2, 23%, 13%, -18, 3%, -4%, 19%

Looked up above:
CC1CCC(N2CCN(c3ncccn3)CC2)CC1 (configuration not stated) | LmPK inh = 3%
Cc1cc(C)cc(NC(=O)N2CCCN(Cc3c(F)cccc3Cl)CC2)c1 | HCV inhibitor = -25%

Compounds above that contain a furan ring, fused or not (3):
Every second line gives: Cycloheximide cs, Pf growth 96h, Pf growth 48h, Shiga inhibitor, TbPYK inhibitor, LmPK inh, HCV inhibitor
> O=[N+]([O-])c1ccccc1-c1ccc(C(=S)N2CCCC2)o1
 : 44*, -187%, i, 97*, u, -9%, u
> COc1ccc(C(=O)Nc2ccccc2C(=O)N(Cc2ccco2)C(C(N)=O)C(C)C)cc1 (configuration not stated)
 : 14, 7%, 8%, 3, 0%, 1%, -22%
> CCOC(=O)/C=C/C(=O)OCC(=O)N1CCN(C(=O)c2ccco2)CC1
 : 9.0*, 1%, 40%[activator], 27, -1%, -1%, x

The list continues.
Every second line gives: Cycloheximide cs, Pf growth 96h, Pf growth 48h, Shiga inhibitor, TbPYK inhibitor, LmPK inh, HCV inhibitor
> CC(NC(=O)CN1CCCC1)C12CC3CC(CC(C3)C1)C2 (configuration not stated)
 : -3, u, -8%, -9, -12%, 3%, u
> Cc1cc(C(=O)COC(=O)/C=C/c2cccc(Br)c2)c(C)n1C
 : x, 21%, u, x, -2%, x, u
> CC1Cc2cc(S(=O)(=O)N3CCC(C(N)=O)CC3)ccc2N1C(=O)C1CC1 (configuration not stated)
 : 11, 12µM*, 0%, 1, 2%, 0%, -8%
> CCCCN(C)CCNC(=O)c1ccc(Cn2c(=S)[nH]c3ccc(Br)cc3c2=O)cc1
 : 8, 10µM*, u, -2, u, -5%, 11µM*
> COc1ccc(OCC(O)CNC(=O)c2ccc(Br)cc2)cc1 (configuration not stated)
 : -1, 27%, 15%, -2, -23%, 8%, -28%
> Cc1ccc2c(c1)C1CN(C)CCC1N2S(=O)(=O)c1ccc(C(C)C)cc1 (configuration not stated)
 : x, 7.4µM*, 4.7µM*, x, 2%, x, u
> O=C(O)CCC(=O)Nc1ccc(-c2nnc(-c3ccco3)o2)cc1
 : -2, 2%, x, 4, 1%, -5%, 15%
> Cc1ccccc1C(=O)Nc1nnc(SC(C)C)s1
 : 30*, 222%[activator], 102%[activator], 78, -3%, -14%, -5%
> CCC(C(=O)NCc1ccccc1OC)n1nc(C)n2c(cc3occc32)c1=O (configuration not stated)
 : -4, u, x, -19, 6%&2%, -3%, u
> COc1ccc(NC(=O)CC(NCc2ccccn2)C(=O)O)cc1 (configuration not stated)
 : 2, -14%, 9%, 7, 0%, 0%, 0%
> CCN1CCN(C(c2cccs2)C(C)NC(=O)c2cccc(OC)c2)CC1 (configuration not stated)
 : 0, -1%, 8%, 14, -1%, -4%, -7%
> Cc1cc(NC(=O)C2CC(=O)N(c3cccc(C)c3C)C2)no1 (configuration not stated)
 : -4, -13%, 21%, 2, -3%, -1%, -3%
> CSc1ccc(/C=C/C(=O)N2CCN(c3ccccn3)CC2)cc1
 : 12, 4%, 30%, 32*, -7%, -8%, 6%
> CCC(C(=O)NC1CCCCC1)N(Cc1cccs1)C(=O)c1snc(C(N)=O)c1N (configuration not stated)
 : 1, u, -4%, 25, 2%, 1%, -3%
> CCCCNC(=O)CS(=O)Cc1nc(-c2ccc(C)cc2)oc1C (configuration not stated)
 : -2, -16%, x, -18, -6%, 6%, -11%
> COc1ccc(CN2CCC(n3nccc3NC(=O)C3CC3)CC2)c(OC)c1OC
 : -1, u, -3%, -5, 3%, -7%, 9%
> CCCCC1(C(=O)OC)NC(c2ccc(O)cc2)C2C(=O)N(c3ccccc3)C(=O)C21 (configuration not stated)
 : -4, 72%[activator], 7%, x, 1%, 6%, 15%
> COC(=O)c1[nH]c2cccc(OC)c2c1NC(=O)CN1CCC(C(N)=O)(N2CCCCC2)CC1
 : -2, 18%, 14%, -3, -4%, 4%, 4%
> C#CCOCCOCCOCCNc1nc(N2CCN(C(=O)[C@H](C(C)C)n3cc(CCO)nn3)CC2)nc(N2CCN(C(=O)[C@H]([C@@H](C)CC)n3cc(CCCCN)nn3)CC2)n1
 : -4, u, u, -12, -6%, 1%, 44%[activator][8.37 µM]
> O=C(C1=C(O)C(=O)N(Cc2ccco2)C1c1ccccc1F)c1cccs1 (configuration not stated)
 : 1, u, 2%, 22, 3%, -3%, 7%
> CC(C)[C@H](NS(=O)(=O)c1ccc2c(c1)OCCO2)C(=O)OCC(=O)Nc1cccc(Cl)c1Cl
 : -1, 28%, 13%, -5, 0%, 5%, -7%
> Cc1cc(=O)c(C(=O)O)nn1-c1cccc(C(F)(F)F)c1
 : -3, 25%, 23%, -8, 9%, -3%, 29%
> O=C(N/N=C/c1ccc(-c2ccccc2[N+](=O)[O-])o1)c1cccnc1
 : 16*, 31%[activator], 1%, 6, 4%, -10%, -2%
> COc1ccccc1/C=C/C=N/NC(=O)CCC1C(=O)NN=C1C (configuration not stated)
 : -2, 36%[activator], 7%, -14, 14%, -8%, 25%
> CCOCCCNC(=O)C(NC(=O)CNC(C)=O)c1ccc(C)cc1 (configuration not stated)
 : 4, 9.3µM*, 7%, 105, -1%, 1%, 2%
> O=S(=O)(c1ccc2ccccc2c1)N1CCN(C(=S)Nc2ccccc2F)CC1
 : -1, 3.3µM*, 1.7µM*, -7, -14%, 4%, -12%
